Bioassay records from PubChem.
ZTA counter = ZTA (EBV) inhibition in EBNA-1 counter-screen | ZTA-DNA binding, fluorescence polarization | P03206 | AID 2234 | inhibition, % at 11 µM | 0.15% of 320,000 active; in the data active means inhibition above about 33%
LYPLA1 counter = LYPLA1 (human) inhibition in PME1 counter-screen. O75608. recombinant LYPLA1, FP-Rh probe fluorescence polarization. inhibition, % at 5.9 µM. 0.16% of 320,000 active. AID 2174;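 active means inhibition above the mean of all tested compounds plus 3 SD, set per campaign, cut at about 14% in these data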;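 further: inhibitors block serine hydrolase probe labeling of LYPLA1 so polarization falls; 0% = enzyme with DMSO and 100% = wells lacking LYPLA1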
Target sequence (O75608 whole entry, looked up): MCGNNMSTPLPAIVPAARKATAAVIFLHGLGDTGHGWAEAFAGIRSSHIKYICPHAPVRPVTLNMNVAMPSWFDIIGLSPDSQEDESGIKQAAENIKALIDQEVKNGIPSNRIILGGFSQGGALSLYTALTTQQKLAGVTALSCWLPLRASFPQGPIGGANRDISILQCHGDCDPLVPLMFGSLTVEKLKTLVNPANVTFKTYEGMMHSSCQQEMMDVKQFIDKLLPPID
PAFAH1B3 inh = inhibitors of human PAFAH1B3. Q15102. recombinant PAFAH1B3, FP-rhodamine probe, fluorescence polarization. inhibition, % at 3.39 µM. 0.28% of 340,000 active. AID 492972;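 active means inhibition above the screen-wide average of all tested compounds plus 3 SD, cut at about 25% in these data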;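 further: 0% = enzyme with DMSO only and 100% = wells lacking PAFAH1B3 protein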
PAD4 FP inh = inhibitors of human PAD4 | Q9UM07 | recombinant PAD4, RCA probe fluorescence polarization | inhibition, % at 6.36 µM | 0.41% of 330,000 active;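 active means percent inhibition above a cutoff equal to the mean of all tested compounds plus 3 SD, cut at about 15% in these data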;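 further: 0% = PAD4 with RCA probe and DMSO and 100% = probe without PAD4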
PAFAH2 inh = PAFAH2 (human) inhibition; Q99487; recombinant PAFAH2, FP-rhodamine activity probe, fluorescence polarization; inhibition, % at 3.39 µM; AID 492956; 0.99% of 340,000 active;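 active means inhibition above the mean over all tested compounds plus 3 SD, cut at about 30% in these data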;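 further: inhibitors block probe labeling of enzyme so polarization drops; 0% = enzyme with DMSO and 100% = wells lacking PAFAH2 protein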
GSTO1 counter = blocks human GSTO1 in RBBP9 counter-screen; recombinant GSTO1, activity-based probe fluorescence polarization; 1.1% of 300,000 active; inhibition, % at 5.96 µM; P78417;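 active means inhibition above the campaign mean inhibition plus 3 SD, cut at about 35% in these data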;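 further: 0% = GSTO1-1 with DMSO and 100% = wells lacking GSTO1-1 enzyme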
PREPL inhibitor = inhibits the human prolyl oligopeptidase-like enzyme; Q4J6C6; recombinant PREPL, fluorescence polarization activity-based probe; inhibition, % at 5.96 µM; 0.68% of 320,000 active; AID 2751; in the data active means inhibition above about 43%;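 further: 0% = enzyme with DMSO and 100% = wells lacking enzyme; many of its hits are not listed in these tables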
Target sequence (Q4J6C6 whole entry, looked up): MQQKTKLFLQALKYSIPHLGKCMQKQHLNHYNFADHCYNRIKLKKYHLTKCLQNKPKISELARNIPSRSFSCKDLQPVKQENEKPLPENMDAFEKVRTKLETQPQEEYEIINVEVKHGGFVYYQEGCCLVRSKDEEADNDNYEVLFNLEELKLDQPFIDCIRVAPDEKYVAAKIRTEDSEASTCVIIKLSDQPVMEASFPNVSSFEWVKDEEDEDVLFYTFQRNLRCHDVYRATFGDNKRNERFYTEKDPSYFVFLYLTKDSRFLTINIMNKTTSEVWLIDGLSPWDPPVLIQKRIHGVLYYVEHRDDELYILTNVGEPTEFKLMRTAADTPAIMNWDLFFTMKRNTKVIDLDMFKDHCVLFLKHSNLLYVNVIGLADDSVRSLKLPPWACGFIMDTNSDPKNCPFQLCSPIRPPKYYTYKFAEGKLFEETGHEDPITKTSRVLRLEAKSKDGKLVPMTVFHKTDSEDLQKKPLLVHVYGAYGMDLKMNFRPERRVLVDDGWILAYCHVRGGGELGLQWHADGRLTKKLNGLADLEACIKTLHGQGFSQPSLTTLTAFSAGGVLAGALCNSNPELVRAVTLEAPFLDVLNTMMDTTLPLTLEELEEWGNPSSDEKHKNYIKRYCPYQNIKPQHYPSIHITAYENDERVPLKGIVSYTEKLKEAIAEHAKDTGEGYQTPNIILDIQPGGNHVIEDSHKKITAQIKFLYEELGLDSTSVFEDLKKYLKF
LYPLA2 inh = LYPLA2 (human) inhibition in PME1 counter-screen | 0.38% of 320,000 active | O95372 | recombinant LYPLA2, FP-Rh probe fluorescence polarization | AID 2177 | inhibition, % at 5.9 µM;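 active means inhibition above the screen-wide mean plus 3 SD, limit set per campaign, cut at about 26% in these data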;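 further: 0% = LYPLA2 with DMSO and 100% = wells lacking LYPLA2 enzyme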
EBNA-1 inh = blocks EBNA-1 binding to DNA | EBNA-1 DNA binding, fluorescence polarization | inhibition, % at 14.8 µM | 0.34% of 300,000 active | AID 1950; in the data active means inhibition above about 28%
* = called active by the depositor. Some of the compounds tested, so the mix of outcomes need not match the whole.

COc1ccc(NC(=S)NCc2cccn2C)cc1 was read as ZTA counter -1, LYPLA1 counter -2, PAFAH1B3 inh 0, PAD4 FP inh 4, PAFAH2 inh -7, GSTO1 counter 6, PREPL inhibitor 33, LYPLA2 inh -2 and EBNA-1 inh 5.
For COC(=O)c1ccc(C(c2c(N)n(CC(C)C)c(=O)[nH]c2=O)N2CCN(c3ccccc3)CC2)cc1 (stereo not drawn) the results were ZTA counter 6, LYPLA1 counter -3, PAFAH1B3 inh 11, PAD4 FP inh -1, PAFAH2 inh -1, GSTO1 counter -8, PREPL inhibitor 7, LYPLA2 inh -1 and EBNA-1 inh -10.
Screening CC1Sc2ccc(S(=O)(=O)NCc3ccccc3)cc2NC1=O (stereo not drawn) returned ZTA counter 0, LYPLA1 counter 2, PAFAH1B3 inh 9, PAD4 FP inh -5, PAFAH2 inh 3, GSTO1 counter 29, PREPL inhibitor 3, LYPLA2 inh 0 and EBNA-1 inh 7.
Screening CCCCn1nnnc1SCC(=O)NNC(=O)c1ccco1 returned ZTA counter 8, LYPLA1 counter -2, PAFAH1B3 inh 12, PAD4 FP inh -1, PAFAH2 inh 2, GSTO1 counter 9, PREPL inhibitor -13, LYPLA2 inh 1 and EBNA-1 inh -1.
For CCOC(=O)N1CCN(C(=O)c2sc3nc(-c4ccc(F)cc4)cn3c2C)CC1 the results were ZTA counter -17, LYPLA1 counter -1, PAFAH1B3 inh 3, PAD4 FP inh -1, PAFAH2 inh -1, GSTO1 counter 9, PREPL inhibitor -4, LYPLA2 inh -4 and EBNA-1 inh 18.
`CCOC(=O)CSc1nnc(CCCCCN2C(=O)c3cccc4cccc(c34)C2=O)o1` gave ZTA counter 13, LYPLA1 counter 0, PAFAH1B3 inh 1, PAD4 FP inh -5, PAFAH2 inh 12, GSTO1 counter -2, PREPL inhibitor 13, LYPLA2 inh 4 and EBNA-1 inh 11.
Screening CCN1C(=O)/C(=C/C2=Cc3ccccc3OC2C)SC1=S (stereo not drawn) returned ZTA counter -1, LYPLA1 counter 0, PAD4 FP inh -3, GSTO1 counter -8, PREPL inhibitor -9, LYPLA2 inh -2 and EBNA-1 inh -12.
For C/C(CC(=O)Nc1ccccc1C#N)=N\NC(=O)c1ccncc1 the results were ZTA counter 18, LYPLA1 counter -2, PAFAH1B3 inh -4, PAD4 FP inh 2, PAFAH2 inh 5, GSTO1 counter -5, PREPL inhibitor -2, LYPLA2 inh -7 and EBNA-1 inh -1.
Screening S=c1[nH]nc(COc2ccccc2)n1/N=C/c1ccco1 returned ZTA counter -2, LYPLA1 counter 1, PAFAH1B3 inh 0, PAD4 FP inh -1, PAFAH2 inh 1, GSTO1 counter 5, PREPL inhibitor 2, LYPLA2 inh -1 and EBNA-1 inh 4.
For COc1ccc(NC2=C(C(C)=O)C(c3ccccc3)C(C(C)=O)C(C)(O)C2)cc1 (stereo not drawn) the results were ZTA counter 1, LYPLA1 counter -1, PAFAH1B3 inh 10, PAD4 FP inh 2, PAFAH2 inh 1, GSTO1 counter 0, PREPL inhibitor 11, LYPLA2 inh -2 and EBNA-1 inh -1.
For O=C(CSc1nc2c(cnn2-c2ccc(F)cc2)c(=O)[nH]1)N1CCOCC1 the results were ZTA counter 11, LYPLA1 counter -3, PAFAH1B3 inh -2, PAD4 FP inh 5, PAFAH2 inh 7, GSTO1 counter -6, PREPL inhibitor -5, LYPLA2 inh -1 and EBNA-1 inh 7.
For O=C(Nc1cc(Cl)ccc1N1CCOCC1)c1cccnc1 the results were ZTA counter 8, LYPLA1 counter 3, PAFAH1B3 inh 3, PAD4 FP inh 2, PAFAH2 inh 5, GSTO1 counter -9, PREPL inhibitor 3, LYPLA2 inh -2 and EBNA-1 inh -6.
COc1ccc(OC)c2c1sc(=NC(=O)C1COc3ccccc3O1)n2C (stereo not drawn) was read as ZTA counter 3, LYPLA1 counter 1, PAFAH1B3 inh 3, PAD4 FP inh 1, PAFAH2 inh -2, GSTO1 counter 0, PREPL inhibitor -5, LYPLA2 inh 4 and EBNA-1 inh 10.
CC(=O)c1sc(NC(C)c2ccccc2)nc1C (stereo not drawn) was read as ZTA counter 1, LYPLA1 counter 1, PAFAH1B3 inh 7, PAD4 FP inh 3, PAFAH2 inh 3, GSTO1 counter 5, PREPL inhibitor -11, LYPLA2 inh 5 and EBNA-1 inh -3.
CCN1CCN(c2cc(C)c3cc(NC(=O)c4ccc5c(c4)OCO5)ccc3n2)CC1 was read as ZTA counter 7, LYPLA1 counter 3, PAFAH1B3 inh 3, PAD4 FP inh -5, PAFAH2 inh 0, GSTO1 counter 2, PREPL inhibitor 44*, LYPLA2 inh 6 and EBNA-1 inh 11.
For CCOCC(=O)Nc1cc([N+](=O)[O-])ccc1OC the results were ZTA counter 3, LYPLA1 counter 0, PAFAH1B3 inh 6, PAD4 FP inh 0, PAFAH2 inh 3, GSTO1 counter 18, PREPL inhibitor 3, LYPLA2 inh -6 and EBNA-1 inh -3.
For O=C(c1ccccc1O)N1N=C(C(F)(F)F)CC1(O)c1ccc([N+](=O)[O-])cc1 (stereo not drawn) the results were ZTA counter 7, LYPLA1 counter -2, PAFAH1B3 inh 10, PAD4 FP inh 4, PAFAH2 inh 5, GSTO1 counter 3, PREPL inhibitor 6, LYPLA2 inh 1 and EBNA-1 inh 4.
For Cc1cc(C)c(S(=O)(=O)N2CCCCCC2)cc1Br the results were ZTA counter -4, LYPLA1 counter -1, PAFAH1B3 inh 1, PAD4 FP inh 0, PAFAH2 inh 6, GSTO1 counter 1, PREPL inhibitor -1, LYPLA2 inh 7 and EBNA-1 inh -3.
O=C(CCl)Nc1cccc(Oc2ccccc2)c1 was read as ZTA counter 8, LYPLA1 counter -2, PAFAH1B3 inh 2, PAD4 FP inh 3, PAFAH2 inh 3, GSTO1 counter 71*, PREPL inhibitor -2, LYPLA2 inh 4 and EBNA-1 inh -14.
For CC(=O)N(CCc1ccccc1C)Cc1cc2cc3c(cc2[nH]c1=O)OCO3 the results were ZTA counter 1, LYPLA1 counter 4, PAFAH1B3 inh 3, PAD4 FP inh -5, PAFAH2 inh 1, GSTO1 counter 4, PREPL inhibitor -50, LYPLA2 inh 1 and EBNA-1 inh -11.

Looked up by structure from the entries so far, 2 records:
For C/C(CC(=O)Nc1ccccc1C#N)=N\NC(=O)c1ccncc1 the results were ZTA counter 18, LYPLA1 counter -2, PAFAH1B3 inh -4, PAD4 FP inh 2, PAFAH2 inh 5, GSTO1 counter -5, PREPL inhibitor -2, LYPLA2 inh -7 and EBNA-1 inh -1.
For COC(=O)c1ccc(C(c2c(N)n(CC(C)C)c(=O)[nH]c2=O)N2CCN(c3ccccc3)CC2)cc1 (stereo not drawn) the results were ZTA counter 6, LYPLA1 counter -3, PAFAH1B3 inh 11, PAD4 FP inh -1, PAFAH2 inh -1, GSTO1 counter -8, PREPL inhibitor 7, LYPLA2 inh -1 and EBNA-1 inh -10.

Next part
`O=S(=O)(Cc1ccc(Cl)cc1)NCc1ccc2c(c1)OCO2` gave ZTA counter 12, LYPLA1 counter 0, PAFAH1B3 inh 2, PAD4 FP inh 0, PAFAH2 inh 5, GSTO1 counter 11, PREPL inhibitor -10, LYPLA2 inh 1 and EBNA-1 inh 8.
Cc1cc(=O)oc2ccc(OC(=O)CC(C)C)cc12 was read as ZTA counter -15, LYPLA1 counter -2, PAFAH1B3 inh 3, PAD4 FP inh 1, PAFAH2 inh -4, GSTO1 counter 6, PREPL inhibitor 7, LYPLA2 inh -5 and EBNA-1 inh -26.
Screening COc1ccc(-c2csc(N(Cc3ccccc3)C(=O)COc3ccc(Cl)cc3)n2)cc1 returned ZTA counter -12, LYPLA1 counter 1, PAFAH1B3 inh 10, PAD4 FP inh -1, PAFAH2 inh 5, GSTO1 counter -2, PREPL inhibitor 8, LYPLA2 inh -6 and EBNA-1 inh 0.
Screening COc1ccc(C(F)(F)F)cc1N/C=C/c1nnnn1-c1ccc(C)cc1 returned ZTA counter 2, LYPLA1 counter -2, PAFAH1B3 inh 5, PAD4 FP inh -2, PAFAH2 inh 1, GSTO1 counter -3, PREPL inhibitor -1, LYPLA2 inh -6 and EBNA-1 inh -9.
For COc1ccc(S(=O)(=O)N2CCC(C(=O)Nc3cccc(C(C)=O)c3)CC2)cc1C the results were ZTA counter 3, LYPLA1 counter -1, PAFAH1B3 inh 6, PAD4 FP inh -2, PAFAH2 inh -12, GSTO1 counter -1, PREPL inhibitor 10, LYPLA2 inh 1 and EBNA-1 inh -1.
Screening Cc1ccc(C)c(CN2CCSCC2)c1 returned ZTA counter -6, LYPLA1 counter 4, PAFAH1B3 inh 10, PAD4 FP inh -9, PAFAH2 inh 7, GSTO1 counter -1, PREPL inhibitor 9, LYPLA2 inh 1 and EBNA-1 inh 0.
`CCOc1ccc(N(CC(=O)NCCC2=CCCCC2)S(=O)(=O)c2ccccc2)cc1` gave ZTA counter 5, LYPLA1 counter 0, PAFAH1B3 inh 1, PAD4 FP inh 4, PAFAH2 inh 6, GSTO1 counter -6, PREPL inhibitor -24, LYPLA2 inh -4 and EBNA-1 inh 9.
Screening COc1ccccc1CNCC(=O)Nc1cc(S(=O)(=O)N2CCOCC2)ccc1Cl returned ZTA counter -7, LYPLA1 counter 1, PAFAH1B3 inh 0, PAD4 FP inh -1, PAFAH2 inh 0, PREPL inhibitor -2 and LYPLA2 inh 4.
Cc1c(C(=O)N2CCN(c3ccccc3)CC2)sc2ncnc(N3CCC(C)CC3)c12 was read as ZTA counter 8, LYPLA1 counter 1, PAD4 FP inh 1, GSTO1 counter 0, PREPL inhibitor -101, LYPLA2 inh 10 and EBNA-1 inh 3.
For Cc1nc2ccccc2nc1OCC(=O)Nc1cc(C(F)(F)F)ccc1N1CCOCC1 the results were ZTA counter 11, LYPLA1 counter 0, PAFAH1B3 inh 3, PAD4 FP inh -1, PAFAH2 inh 2, GSTO1 counter 6, PREPL inhibitor 3, LYPLA2 inh -2 and EBNA-1 inh 6.
`CCOP(=O)(OCC)C(NC(=O)/C=C/c1ccc(OC)cc1)c1ccccc1` (stereo not drawn) gave ZTA counter -3, LYPLA1 counter 0, PAFAH1B3 inh 8, PAD4 FP inh -4, PAFAH2 inh 1, GSTO1 counter 3, PREPL inhibitor 11, LYPLA2 inh -1 and EBNA-1 inh -2.
N#CC1(NC(=O)COC(=O)c2ncc(Cl)c(Cl)c2Cl)CCCCC1 was read as ZTA counter -8, LYPLA1 counter -1, PAFAH1B3 inh 6, PAD4 FP inh -3, PAFAH2 inh 1, GSTO1 counter 1, PREPL inhibitor 11, LYPLA2 inh -3 and EBNA-1 inh 4.
COC(=O)CNC(c1ccccc1)c1cc(Br)ccc1NC(=O)CCN1CCOCC1 (stereo not drawn) was read as ZTA counter -7, LYPLA1 counter 0, PAFAH1B3 inh 3, PAD4 FP inh 1, PAFAH2 inh -10, GSTO1 counter 4, PREPL inhibitor 8, LYPLA2 inh 11 and EBNA-1 inh -1.
`CCCCNC(=O)c1ccc(/C=C2\Oc3ccccc3N(C)C2=O)cc1` gave ZTA counter -4, LYPLA1 counter -7, PAFAH1B3 inh 2, PAD4 FP inh -7, PAFAH2 inh -2, GSTO1 counter 1, PREPL inhibitor -16, LYPLA2 inh -11 and EBNA-1 inh -4.
`c1ccc(COc2cccc(CN3CCc4ccccc4C3)c2)cc1` gave ZTA counter -21, LYPLA1 counter 0, PAFAH1B3 inh 12, PAD4 FP inh -5, PAFAH2 inh 0, GSTO1 counter -1, PREPL inhibitor 5, LYPLA2 inh -4 and EBNA-1 inh -18.
O=C(Nc1nccs1)c1cccc(S(=O)(=O)N2CCOCC2)c1 was read as ZTA counter 6, LYPLA1 counter -1, PAFAH1B3 inh 5, PAD4 FP inh -4, PAFAH2 inh -1, GSTO1 counter 12, PREPL inhibitor 1, LYPLA2 inh 0 and EBNA-1 inh 4.
`CC1(C)Cc2nc(-c3ccccc3)nc(SCC(=O)N3CCOCC3)c2CO1` gave ZTA counter -5, LYPLA1 counter 0, PAFAH1B3 inh 5, PAD4 FP inh 3, PAFAH2 inh 1, GSTO1 counter 3, PREPL inhibitor 11, LYPLA2 inh 1 and EBNA-1 inh 1.
